HEK293 viab: cell viability loss counter-screen; HEK-293-SNCA-luc viability, GF-AFC fluorescence, 24 h; Potency, µM (series often up to 57.1 µM), for the others: top-dose activity change, negative = cytotoxicity, hits mostly cytotoxic; 150,000 compounds, 0.12% hits; AID 1671193;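 note: potency is the fitted concentration of half-maximal effect; 0% = DMSO-treated cells and -100% = medium-only wells without cells; nearly all actives have a fitted effect of over 30% in size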
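Cytotoxicity counterscreen: after 24 h compound treatment of genome-edited SNCA-luciferase HEK-293 cells, live-cell protease substrate GF-AFC read by fluorescence after 30 min; activity scaled between DMSO (0%) and medium-only (-100%), curves Hill-fitted.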
IP6K1 inhibitor: IP6K1 kinase inhibition; IP6K1 kinase, ADP-Glo luminescence, 2 h; hits give low values; activity change, % (series mostly up to about 58 µM); 140,000 compounds, 0.81% hits; in the data active = activity change below about -25%
Target sequence (Q92551 whole entry, looked up): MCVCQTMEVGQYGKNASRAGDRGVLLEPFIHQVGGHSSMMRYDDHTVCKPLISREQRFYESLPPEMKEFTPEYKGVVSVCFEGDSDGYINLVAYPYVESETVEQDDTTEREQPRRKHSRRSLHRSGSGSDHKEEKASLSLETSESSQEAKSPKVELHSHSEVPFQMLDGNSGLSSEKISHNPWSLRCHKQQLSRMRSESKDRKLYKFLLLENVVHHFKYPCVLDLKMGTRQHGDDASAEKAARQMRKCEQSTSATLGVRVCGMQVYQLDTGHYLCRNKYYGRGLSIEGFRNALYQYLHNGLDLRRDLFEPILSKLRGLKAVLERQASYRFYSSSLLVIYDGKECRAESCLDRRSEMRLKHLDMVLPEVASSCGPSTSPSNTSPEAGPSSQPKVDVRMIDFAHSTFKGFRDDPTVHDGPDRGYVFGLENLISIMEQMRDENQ
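ADP-Glo luminescence measures ADP made by human IP6K1 during a 2 h RT reaction with ATP/IP6 (mix at 1.3 mM/130 uM); top library doses 57.5 and 19.1 uM final.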
HEK293 tox: HEK 293 cell cytotoxicity; HEK 293 viability, ATP luminescence (CellTiter-Glo), 48-72 h; Potency, µM (titrated, usually from 115 µM), inactives show top-dose activity change, negative = cytotoxicity, actives largely listed as inhibitors; 94,000 compounds, 6.6% hits; note: potency is the fitted concentration of half-maximal effect; nearly all actives have a fitted effect of over 60% in size
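250 HEK 293 cells/well; compound by pintool; incubated 48 or 72 hr at 37 degree Celsius; CellTiter-Glo added, 10 min RT, luminescence imaged.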
Luciferase inh: inhibitors of firefly (Photinus pyralis) luciferase | P08659 | purified P. pyralis luciferase, luminescence, biochemical | Potency, µM (series often up to 115 µM), for the others: top-dose activity change, negative = inhibition, usual class: inhibitors | 76,000 compounds, 2.5% hits | AID 1347043; note: potency is the fitted concentration of half-maximal effect; nearly all actives have a fitted effect of over 65% in size
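Inhibitors were tested against purified firefly luciferase in a biochemical, low-substrate format (both substrates at 10uM) and luminescence measured with a CCD imager.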
SNCA expr inhib: SNCA gene expression inhibition | AID 1671194 | HEK-293 SNCA-luciferase knock-in, luminescence, 24 h | Potency, µM (top dose mostly 57.2 µM), without a hit: at the top dose activity change, negative = inhibition, hits mostly inhibitors | 140,000 compounds, 0.17% hits;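 note: potency is the fitted concentration of half-maximal effect; plate controls were DMSO cells for no effect and cell-free wells for full effect; nearly all actives have a fitted effect of over 45% in size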
GPT2 inhibitor: GPT2 alanine aminotransferase inhibition. Q8TD30. Recombinant GPT2, coupled pyruvate oxidase/HRP Amplex Red fluorescence. Potency, µM (highest dose often 57.7 µM), inactives show top-dose activity change, negative = inhibition, hits mostly inhibitors. 100,000 compounds, 0.25% hits; note: potency is the fitted concentration of half-maximal effect; nearly all actives have a fitted effect of over 60% in size; many of its hits are not listed in these tables
Target sequence (Q8TD30 whole entry, looked up): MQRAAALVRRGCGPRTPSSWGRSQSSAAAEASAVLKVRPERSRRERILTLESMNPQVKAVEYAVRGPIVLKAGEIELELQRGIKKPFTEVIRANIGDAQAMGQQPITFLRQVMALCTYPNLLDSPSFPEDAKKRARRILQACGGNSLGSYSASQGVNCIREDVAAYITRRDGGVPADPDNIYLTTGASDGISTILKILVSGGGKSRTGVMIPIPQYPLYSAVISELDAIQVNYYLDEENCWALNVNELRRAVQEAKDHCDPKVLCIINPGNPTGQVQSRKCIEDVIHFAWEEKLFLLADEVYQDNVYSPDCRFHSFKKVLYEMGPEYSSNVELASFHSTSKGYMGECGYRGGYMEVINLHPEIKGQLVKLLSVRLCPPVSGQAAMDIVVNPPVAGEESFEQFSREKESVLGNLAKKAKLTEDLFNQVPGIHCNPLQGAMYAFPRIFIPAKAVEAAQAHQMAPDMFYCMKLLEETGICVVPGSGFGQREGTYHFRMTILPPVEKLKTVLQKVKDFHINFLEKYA
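GPT2 10ng/uL, a-KG 250uM, L-Ala 2mM, HEPES pH7.5 + 0.0001% Tween; 30 min RT. Then Amplex mix (PO/HRP/ThPP), 30 min RT dark, fluorescence. AOA 50uM used as positive control.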
3T3 cytotox: kills NIH 3T3 cells. NIH 3T3 viability, CellTiter-Glo ATP luminescence, 48-72 h. Potency, µM (series often up to 96.7 µM), for the others: top-dose activity change, negative = cytotoxicity, usual class: inhibitors. 94,000 compounds, 4.3% hits. AID 1345082; note: potency is the fitted concentration of half-maximal effect; nearly all actives have a fitted effect of over 55% in size
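Luminescent ATP readout (CellTiter-Glo, 10 min RT) after 48 or 72 hr compound exposure of NIH 3T3 cells seeded at 400 cells/well in 1536-well format; quantitative HTS.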
* marks the source's active call; other numbers are inactive results; i = inactive; ? = inconclusive; nt = no result given; [ ] = another dose, or the depositor's remark. Unless noted, calls come from the whole dose curve; as a rule, active = well fitted curve in the direction sought with a large enough effect; inconclusive = small, poorly fitted or top-dose-only effect, or another doubt; inactive = no such curve, though single readings can be large; an effect the other way counts as inactive or inconclusive. Unless noted, % is set by controls: 0 for no effect and ±100 for the full control effect. Some of the compounds tested; the hit share may differ from the screen's.

SMILES	HEK293 viab	IP6K1 inhibitor	HEK293 tox	Luciferase inh	SNCA expr inhib	GPT2 inhibitor	3T3 cytotox
CCOCCn1c(=O)[nH]c2cc(C(=O)N(C)Cc3cnn(C)c3)ccc21	3.2%	5.4	-1.9%	6.1%	-17.1%	-4.1%	-23.6%
CNC(C)c1ccccc1 (stereo not drawn)	-4.5%[87.6 µM]	13.9	i	nt	-15.6%[87.6 µM]	2.4%[88.5 µM]	-9.3%[174 µM]
COCC(=O)N[C@H]1C[C@@H]2C(=O)N[C@H]3CCN(C(=O)c4cccn4C)[C@@H]3C(=O)N2C1	10.9%[87.6 µM]	4.6	-3.5%[172 µM]	6.0%[172 µM]	15.4%[87.6 µM]	-14.1%[88.5 µM]	-9.1%[138 µM]
O=C(O)CNC(=O)Cn1nc2c(cc1=O)CCCCC2	6.9%	13.7	5.6%	-7.0%	8.2%	-3.4%	i
COc1ccccc1Nc1ccnc(N2CCCC(C(=O)NC(C)c3ccc(F)cc3)C2)n1 (stereo not drawn)	-10.4%[12.5 µM]	20.5	?	nt	-3.5%	-11.9%	?
O=C(NC[C@H]1Cn2ccnc2CO1)c1cc(F)cc(F)c1	-1.9%[87.6 µM]	20.8	-6.2%[172 µM]	3.1%[172 µM]	25.4%[87.6 µM]	-1.0%[88.5 µM]	i
CC(=O)Nc1ccc(C(=O)N2CCC3(CC2)CN(C(=O)NC(C)C)Cc2ccccc2O3)cc1	-9.2%	-2.9	i	nt	19.2%	3.0%	?
COc1ccc(NC(=O)c2ccc3[nH]c(C)cc(=O)c3c2)cc1	1.3%	-2.2	nt	nt	-6.4%	nt	nt
COc1ccc(-c2[nH]ncc2CNC(=O)C(c2ccccc2F)N(C)C)cc1 (stereo not drawn)	-6.1%	9.8	?	0.9%	-10.9%	-3.6%	-18.9%
COc1ccc(C(=O)N2CCc3ccc(C(=O)NCc4cccc(OC)c4)cc32)cc1	?	-5.3	79.4µM*	-4.6%	5.3%	i	?
Cc1ccc(NC(=O)CSc2nc3ccc(NC(=O)CCc4ccccc4)cc3s2)cc1	-7.4%	-3.8	nt	nt	-13.5%	nt	nt
O=S(=O)(c1cccnc1)N1CCCCC1CCN1CCOCC1 (stereo not drawn)	3.3%	0.0	-2.7%	-1.9%	-26.3%	i	-5.4%
Cc1cc(N2CCN(C(=O)Oc3ccc(-c4ccccc4)cn3)CC2)c2ccccc2n1	?	-2.7	nt	nt	nt	-2.4%	nt
NC(=O)[C@@H]1CN(C(=O)CC2=CCCCC2)C[C@H]1COc1ccccc1	9.1%	0.0	-17.7%	7.8%	-13.9%	2.6%	-19.8%
COc1ccccc1C(=O)Nc1ccnn1C1CCN(c2nccc(N)n2)CC1	-17.3%	10.6	?	-7.3%	3.5%	-7.0%	-24.1%
O=C1CC2(CCN(C(=O)c3ccccc3F)CC2)Oc2ccccc21	-2.7%	8.8	?	-5.2%	13.5%	i	?
CCOC(=O)C1=CN(CC(=O)Nc2ccc(C(C)=O)cc2)S(=O)(=O)N=C1C	-1.2%	-6.8	?	1.2%	-2.6%	i	?
O=C(Nc1cccc(Br)c1)N1CCC(CN2CCCCCC2)CC1	0.8%	11.2	nt	nt	4.6%	nt	nt
CCN1CCN(CCNC(=O)c2nnn3cc(-c4ccccc4)[nH]c(=O)c23)CC1	-2.3%	-13.7	-14.0%	-1.9%	0.1%	4.0%	i
COc1ccc(C2Cn3nnc(C(=O)Nc4cc(C)ccc4F)c3CO2)cc1 (stereo not drawn)	-8.2%	-17.7	?	-7.9%	0.9%	i	?
Cc1ccccc1C(=O)N1CCC(CCC(=O)NCCC(C)C)CC1	-5.7%	3.6	-26.6%	?	127.4%[activator]	i	-24.5%
N#Cc1ccccc1NC(=O)CSc1ncn[nH]1	7.7%	1.9	nt	nt	-6.8%	nt	nt
Cc1ccccc1CNCCSc1nnnn1C	?	-3.5	nt	nt	25.2%	nt	nt
O=C(O)C1(Cc2ccccc2F)CCCN(c2ncccn2)C1 (stereo not drawn)	-5.8%	10.7	?	-4.4%	-19.1%	i	-13.9%
Cc1cccc(NC(=O)Cn2cc(C(=O)C3CCCCC3)c3ccccc32)c1	-7.2%	0.5	nt	nt	-10.6%	nt	nt
CN(C)C(=O)N1CCCC1C(=O)N1CCC(c2nc3ccncc3[nH]2)C1 (stereo not drawn)	8.8%[87.6 µM]	3.8	i	nt	5.1%[87.6 µM]	i	-7.1%[138 µM]
CCc1ccc(N(CC)C(=O)c2ccc3c(=O)n4c(nc3c2)CCCCC4)cc1	-6.8%	-22.9	nt	nt	3.2%	nt	nt
CSc1ccc(-c2cccc(C(=O)NCCNC(=O)c3ccccc3Cl)c2)cc1	-9.2%[12.5 µM]	5.4	?	nt	-10.8%	i	?
COc1ccc(-c2noc(-c3ccc(NCCc4ccccc4)c([N+](=O)[O-])c3)n2)cc1OC	15.7%	-1.1	nt	nt	-3.9%	nt	nt
Cc1cc(NC(=O)Cn2ccn3nc4c(c3c2=O)CCCC4)no1	9.2%	-0.1	-24.6%	-11.4%	26.2%	i	1.2%
OC1CCOC2(CCN(Cc3ccc4c(c3)CCO4)CC2)C1 (stereo not drawn)	2.4%[12.5 µM]	0.6	10.1%	-7.8%	0.1%	i	i
O=C1NCc2ccccc2CC12CCCN(Cc1ccnc3ccccc13)C2 (stereo not drawn)	-3.3%	-1.6	?	nt	10.1%	i	?
CCOc1cccc(C(=O)Nc2ccc(S(=O)(=O)N(Cc3ccccc3)c3ccccc3)cc2)c1	6.3%	-15.0	nt	nt	?	nt	nt
COC(=O)c1cn([C@H]2CO[C@H]3[C@@H]2OC[C@H]3OC(=O)Nc2cccc(C#N)c2)nn1	0.6%[87.6 µM]	2.8	-4.5%[172 µM]	11.9%[172 µM]	12.4%[87.6 µM]	i	i
CCOc1ccccc1CNC(=O)c1ccc(Cn2c(SCc3ccccc3)nc3cccnc32)cc1	-21.2%	5.6	nt	nt	14.5%	nt	nt
O=C(C1CC1)N1CCC(c2nc(C3CCOCC3)no2)C1 (stereo not drawn)	-7.7%	1.3	15.9%	-0.9%	1.2%	i	-6.4%
Cc1ccc(-c2csc(-c3c(N)c(C(=O)c4ccc5c(c4)OCO5)n4ccccc34)n2)cc1	-12.4%	18.3	nt	nt	57.0%[activator]	nt	nt
COc1ccc(NC(=O)CCc2c(C)nc3c(-c4ccccc4)c(C)nn3c2C)cc1Cl	5.3%	-3.3	nt	nt	1.4%	nt	nt
O=C(NCc1ccco1)c1cccc2c1CCN2C(=O)Nc1ccc(F)cc1	-10.3%	8.3	?	2.24µM*	10.2%	-11.2%	?
COC(=O)N(C)Cc1cccc(N2CCN(C(=O)c3c(Cl)cccc3Cl)CC2)c1F	nt	13.0	?	nt	nt	nt	?
CSCCCN1CCC(Oc2ccc3ncccc3c2)(C(=O)O)CC1	-0.8%	0.0	-5.4%	-7.1%	-7.3%	4.5%	-12.5%
COc1ccc(C(=O)N2CCc3cn(C)c4cccc(c34)C2)c(C)c1	1.3%	7.5	22.4µM*	-0.7%	-27.7%	-5.9%	?
Cn1cncc1-c1nnc([C@H]2CCN(CC3CCCCC3)C2)o1	10.6%[87.6 µM]	18.0	-9.9%[172 µM]	-12.8%[172 µM]	-29.8%[87.6 µM]	1.1%[88.5 µM]	2.6%[174 µM]
COc1cc(F)ccc1C(C(=O)O)N1CCC(Oc2cccc(F)c2)CC1 (stereo not drawn)	-1.6%	33.2	-0.6%	7.0%	-13.8%	4.9%[11.5 µM]	-8.3%
Cc1nn(-c2ccc(F)cc2)c(Oc2ccc(F)cc2F)c1CCC(=O)NC(C)C	-8.4%	8.0	?	-5.8%	-26.0%	-13.6%	?
COc1ccc(CN2CC(Cn3cccc3)Oc3ccncc3[S+]2(=O)[O-])cc1 (stereo not drawn)	nt	-8.7	?	nt	nt	nt	?
Cc1cccc(N2CCN(C(=O)C3CCCN(S(C)(=O)=O)CCC(=O)NCC3)CC2)c1 (stereo not drawn)	?	1.7	-3.6%	-8.2%	9.8%	1.5%	-4.3%
COc1ccc(NC(=O)N2CCCC(CN3CCC(C)CC3)CC2)cc1 (stereo not drawn)	-11.5%	-6.9	i	nt	17.4%	i	-14.7%
CNC(=O)[C@@H]1CN(C(=O)c2cccc(Br)c2)C[C@H]1CO	4.2%	-9.7	-5.6%	-14.0%	8.8%	3.4%	-14.4%
COCC(=O)NC1CCC12CCN(C(=O)c1ocnc1C)CC2 (stereo not drawn)	2.9%	11.3	3.3%	4.6%	0.6%	4.0%	-8.7%
CCCN(CCC)CCCNC(=O)Cn1cc2c(n1)-c1c(oc(C(=O)N3CCCC3)c1C)CC2	-11.0%	7.5	nt	nt	1.3%	nt	nt
COc1ccccc1-c1ccc(C(=O)N2CCC(C(=O)NCCc3ccc(F)cc3)CC2)cc1	-12.9%[12.5 µM]	-1.4	?	nt	0.6%	1.8%	?
COc1ccc(OCc2nc(C)c(CCO)c(=O)n2CC(=O)NC(C)CCc2ccccc2)cc1 (stereo not drawn)	-0.1%	-3.8	?	1.7%	1.1%	3.4%	-17.0%
Cc1noc(-c2cn(C3CCN(C(=O)c4ccc(F)c(F)c4)C3)nn2)n1 (stereo not drawn)	5.1%	0.0	1.7%	11.2%	-0.6%	i	-19.5%
O=C(CSc1nnc2[nH]c(=O)cc(-c3ccccc3)n12)Nc1ccc(OC(F)(F)F)cc1	-6.0%	-6.8	nt	nt	-7.0%	nt	nt
Cc1cnc(CC2CCN(C(=O)Nc3ccccc3F)C2)n1C(C)C (stereo not drawn)	1.0%	-8.6	i	4.8%	7.4%	i	i
N#Cc1cccc(N2CCC3(CCC(=O)N(CC4CCCO4)C3)CC2)n1 (stereo not drawn)	-3.8%	-5.1	-4.9%	9.9%	7.1%	i	-19.0%
CCOC(=O)C1CCN(c2nc3c(S(=O)(=O)c4ccc(C)c(C)c4)nnn3c3ccc(Cl)cc23)CC1	17.4%	41.4	nt	nt	36.0%[activator]	nt	nt

Screening data (PubChem BioAssay)
